Mtb BioA inh – BioA (M. tuberculosis) enzyme inhibition; purified M. tuberculosis BioA enzyme, plate reader; inhibition, % at 9.99 µM; actives 0.096% (n = 360,000); in the data active means inhibition above about 40%; inconclusive means no clear call, values can overlap the other calls
BoNT-F LC inh – inhibitors of Botulinum neurotoxin F light chain protease; inhibition, % at 10 µM; Multiplex microsphere protease cleavage assay, flow cytometry; actives 0.22% (n = 360,000); in the data active means inhibition above about 35%, passing the limit was not always enough; inconclusive means no clear call, values can overlap the other calls; further: plate controls were buffer without enzyme for full effect and enzyme alone for no effect
CCHF vOTU inh – blocks the CCHF virus ovarian tumor domain protease; CCHFV vOTU protease, Pep-AMC fluorescence; inhibition, % at 11.5 µM; actives 0.55% (n = 370,000); AID 651958; further: 0% = vehicle wells with enzyme and 100% = no enzyme wells
UGM FP inh – inhibitors of M. tuberculosis UDP-galactopyranose mutase | P9WIQ1 | purified UGM, fluorescence polarization probe displacement | inhibition, % at 10 µM | actives 0.06% (n = 320,000) | AID 504406; in the data active means inhibition above about 10%, passing the limit was not always enough; inconclusive means no clear call, values can overlap the other calls
Target sequence (P9WIQ1 whole entry, looked up): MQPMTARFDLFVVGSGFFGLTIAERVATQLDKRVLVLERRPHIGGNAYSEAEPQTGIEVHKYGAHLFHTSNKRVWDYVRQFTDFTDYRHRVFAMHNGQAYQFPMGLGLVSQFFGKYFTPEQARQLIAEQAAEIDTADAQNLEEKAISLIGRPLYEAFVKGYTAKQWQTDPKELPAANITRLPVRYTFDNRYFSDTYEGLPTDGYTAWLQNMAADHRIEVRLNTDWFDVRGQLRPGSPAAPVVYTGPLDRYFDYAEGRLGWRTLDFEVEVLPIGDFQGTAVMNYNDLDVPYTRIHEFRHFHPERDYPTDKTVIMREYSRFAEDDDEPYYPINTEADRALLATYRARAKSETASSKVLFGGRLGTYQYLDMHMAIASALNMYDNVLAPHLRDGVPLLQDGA
Mtb FBA inh – Mtb fructose-bisphosphate aldolase inhibition. purified M. tuberculosis FBA, fluorescence read-out. inhibition, % at 1 µM. actives 2.3% (n = 360,000); in the data active means inhibition above about 27%;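 further: 0% = vehicle and 100% = reference inhibitor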
Target sequence (P9WQA3 whole entry, looked up): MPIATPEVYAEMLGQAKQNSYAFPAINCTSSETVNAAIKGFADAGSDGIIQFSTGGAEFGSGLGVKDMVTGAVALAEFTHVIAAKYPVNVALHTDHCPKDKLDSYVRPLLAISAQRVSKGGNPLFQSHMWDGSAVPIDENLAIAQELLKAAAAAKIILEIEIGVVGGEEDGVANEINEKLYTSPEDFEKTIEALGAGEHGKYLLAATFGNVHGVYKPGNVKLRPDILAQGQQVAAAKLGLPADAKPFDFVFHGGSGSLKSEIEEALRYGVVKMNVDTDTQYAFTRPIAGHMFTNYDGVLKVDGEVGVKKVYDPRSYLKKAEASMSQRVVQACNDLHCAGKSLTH
PrPC surface inh – inhibitors of human cell surface prion protein PrPC; P04156; TR-FRET read-out; inhibition, % at 13.8 µM; actives 0.43% (n = 370,000); AID 720596; in the data active means inhibition above about 24%; further: 0% = median of the test wells and 100% = reference compound wells
BoNT A protease – blocks Botulinum neurotoxin A light chain protease; multiplex microsphere protease substrate cleavage, flow cytometry; inhibition, % at 10 µM; actives 0.17% (n = 360,000); in the data active means inhibition above about 30%; inconclusive means no clear call, values can overlap the other calls; further: plate controls were buffer without enzyme for full effect and enzyme alone for no effect
GDH-TPI counter – GDH-TPI coupled enzyme inhibition counter-screen; GDH-TPI coupled enzyme counterscreen, NADH absorbance; inhibition, % at 4.8 µM; actives 1.2% (n = 360,000); AID 588335;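 further: 0% = DMSO wells and 100% = wells lacking the enzyme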
FadD28 FP inh – M. tuberculosis FadD28 bisubstrate binding inhibition; FadD28 bisubstrate probe binding, fluorescence polarization; actives 0.22% (n = 360,000); inhibition, % at 12.5 µM; in the data active means inhibition above about 8.5%, passing the limit was not always enough; inconclusive means no clear call, values can overlap the other calls
* marks the source's active call; other numbers are inactive results; ? = inconclusive; nt = no result given; & = joins results of further samples. Unless noted, no stated cut-off is given here; in the data, active means inhibition above about 30%; inactive means the rest.

#	SMILES	Mtb BioA inh	BoNT-F LC inh	CCHF vOTU inh	UGM FP inh	Mtb FBA inh
1	Cc1cc(=O)oc2cc(OCC(=O)N3CCC(O)CC3)c(Cl)cc12	2.5	4	4	0.0	14
2	Cc1c(C(=O)N2CCCCC2)sc(NC(=O)c2ccco2)c1C#N	-3.9	2	4	1.0	-2
3	NC(=O)c1cc(S(=O)(=O)N2CCCC2)ccc1OCCOc1ccccc1F	nt	-7	-14	nt	1
4	Cc1cc(C(=O)NN)c(Cl)cc1Cl	-0.9	0	1	-1.8	-2
5	CC(=O)OC1C2CCC1C(N1CCCCC1)CC2 (configuration not stated)	-0.1	-3	2	-1.3	1
6	Cc1ccc(Cn2c(N3CCNCC3)nc3c2c(=O)[nH]c(=O)n3C)cc1	-0.3	?	14	5.1	-2
7	C/C(=N\NC(=S)NCc1ccccc1)c1cccc(Br)c1	nt	-4	8	1.5	-1
8	CC(NC(=O)COC(=O)Cc1cccs1)c1ccc(F)cc1 (configuration not stated)	-0.2	12	6	nt	1

#	PrPC surface inh	BoNT A protease	GDH-TPI counter	FadD28 FP inh
1	-1	-1.0	10	0.4
2	-1	0.6	40*	1.7
3	-1	-1.0	6	-3.1
4	-1	-0.2	4	-3.5
5	6	-0.3	11	-0.1
6	0	-2.9	1	0.3
7	1	-1.0	10	-3.6
8	2	3.4	4	-0.2

(next part)
#	SMILES	Mtb BioA inh	BoNT-F LC inh	CCHF vOTU inh	UGM FP inh	Mtb FBA inh
9	CCOc1ccccc1NC(=O)C(=O)CC(=O)c1ccc(OC)cc1	-1.3	12	17	0.5	-1
10	CC(=O)NC12CC3CC(C1)CC(C(=O)N1CCN(S(=O)(=O)c4cccc(C(F)(F)F)c4)CC1)(C3)C2	nt	-2	10	0.1	5
11	Cc1ccccc1SC1CCN(Cc2nc(C3CC3)no2)CC1	nt	-2	10	-1.2	2
12	O=C(NCCS(=O)(=O)NC1CCCCC1)c1ccccc1	-0.6	?	-14	0.0	0
13	Nc1nonc1N/N=C\c1ccccc1	0.4	?	-3	1.0	-1
14	C=CCNC(=O)/C(=C/c1ccco1)NC(=O)c1ccc(Br)o1	0.2	5	2	0.8	2
15	CCOP(=S)(OCC)SCCSCC	1.0	1	2	1.1	1
16	COc1ccc(C(=O)C2CCN(CC(=O)Nc3ccc(OC)cc3OC)CC2)cc1	-0.9	-16	5	-0.9	-2

#	PrPC surface inh	BoNT A protease	GDH-TPI counter	FadD28 FP inh
9	-6	0.7	12	-3.5
10	5	-3.7	-4	0.2
11	0	-0.4	4	-0.6
12	-2	1.1	-8	-2.6
13	-5	-1.0	-9	-3.9
14	3	0.5	2	-0.2
15	6	-0.1	-4	-2.6
16	-12	-2.7	0	-0.7

A draw from above in order of formula weight, ascending:
#	SMILES	Mtb BioA inh	BoNT-F LC inh	CCHF vOTU inh	UGM FP inh	Mtb FBA inh
4	Cc1cc(C(=O)NN)c(Cl)cc1Cl	-0.9	0	1	-1.8	-2
15	CCOP(=S)(OCC)SCCSCC	1.0	1	2	1.1	1
12	O=C(NCCS(=O)(=O)NC1CCCCC1)c1ccccc1	-0.6	?	-14	0.0	0
8	CC(NC(=O)COC(=O)Cc1cccs1)c1ccc(F)cc1 (configuration not stated)	-0.2	12	6	nt	1
9	CCOc1ccccc1NC(=O)C(=O)CC(=O)c1ccc(OC)cc1	-1.3	12	17	0.5	-1
6	Cc1ccc(Cn2c(N3CCNCC3)nc3c2c(=O)[nH]c(=O)n3C)cc1	-0.3	?	14	5.1	-2
7	C/C(=N\NC(=S)NCc1ccccc1)c1cccc(Br)c1	nt	-4	8	1.5	-1
14	C=CCNC(=O)/C(=C/c1ccco1)NC(=O)c1ccc(Br)o1	0.2	5	2	0.8	2
16	COc1ccc(C(=O)C2CCN(CC(=O)Nc3ccc(OC)cc3OC)CC2)cc1	-0.9	-16	5	-0.9	-2
10	CC(=O)NC12CC3CC(C1)CC(C(=O)N1CCN(S(=O)(=O)c4cccc(C(F)(F)F)c4)CC1)(C3)C2	nt	-2	10	0.1	5

#	PrPC surface inh	BoNT A protease	GDH-TPI counter	FadD28 FP inh
4	-1	-0.2	4	-3.5
15	6	-0.1	-4	-2.6
12	-2	1.1	-8	-2.6
8	2	3.4	4	-0.2
9	-6	0.7	12	-3.5
6	0	-2.9	1	0.3
7	1	-1.0	10	-3.6
14	3	0.5	2	-0.2
16	-12	-2.7	0	-0.7
10	5	-3.7	-4	0.2

(more compounds)
#	SMILES	Mtb BioA inh	BoNT-F LC inh	CCHF vOTU inh	UGM FP inh	Mtb FBA inh
17	COc1ccc(NC(C)C(=O)Nc2ccc(C(C)(C)C)cc2)cc1Cl (configuration not stated)	-1.7	-15	27	1.1	2
18	CCOC(=O)[C@H]1[C@H]2COc3ccc(Br)cc3[C@@H]2N2C(=O)c3ccc(Cl)cc3NC(=O)[C@@]12C	-1.3	4	1	1.5	2
19	CN(C(=O)COC(=O)Cc1ccc(Br)cc1)c1c(N)n(Cc2ccccc2)c(=O)[nH]c1=O	-1.3	-3	13	nt	3
20	Cn1c(SCCN2CCCCC2)nnc1-c1ccccc1Br	nt	7	-3	-1.1	-3
21	N#C/C(=C(/O)COC(=O)CSc1ccc(Cl)cc1)c1nc2ccccc2[nH]1	nt	-8	18	1.7	7
22	COc1cccc(N2CCN(C(=O)CCC(=O)c3ccc(Cl)s3)CC2)c1	3.1	-6	-9	0.3	-2
23	O=C(CSc1nnc(-c2ccncc2)n1Cc1ccccc1)NC1CCCCC1	2.8	-4	-15	1.8	2
24	COC(=O)c1ccc2c(=O)[nH]c(COC(=O)c3c(-c4ccccc4)noc3C)nc2c1	-0.2	-1	-6	0.3	4

#	PrPC surface inh	BoNT A protease	GDH-TPI counter	FadD28 FP inh
17	4	-0.8	10	0.7
18	-1	0.5	3	-2.3
19	-2	-0.5	11	0.4
20	-5	0.1	-2	-1.7
21	27*	1.3	14	-1.2
22	-7	1.6	-7	-2.8
23	5	-0.1	1	0.0
24	8	1.6	2	-2.6

The list continues.
#	SMILES	Mtb BioA inh	BoNT-F LC inh	CCHF vOTU inh	UGM FP inh	Mtb FBA inh
25	Clc1cccc(-c2nc(-c3ccccn3)no2)c1	-0.5	-11	2	-1.7	4
26	O=C(COc1ccccc1[N+](=O)[O-])Nc1cccc(S(=O)(=O)N2CCCC2)c1	-1.7	-2	10	0.1	-2
27	CCN(CC)CCn1c(N)c(S(=O)(=O)c2ccccc2)c2nc3ccccc3nc21	0.3	?	-70	1.9	74*
28	COCCNC(=O)C(c1ccc(C)cc1)N(C(=O)CCC(=O)Nc1ccccn1)c1cccc(C)c1 (configuration not stated)	-2.4	2	6	2.6	-5
29	CSc1cccc(NC(=O)C2CCN(S(=O)(=O)c3ccc(F)cc3)CC2)c1	3.4	-6	-5	-0.3	-2
30	Cc1ccc(-c2[nH]c(=S)[nH]c(=O)c2C#N)cc1	-0.3	2	0	-0.8	1
31	O=C(NC(NC(=S)Nc1c(Cl)cccc1Cl)C(Cl)(Cl)Cl)c1cccc([N+](=O)[O-])c1 (configuration not stated)	-3.6	3	4	-1.8	-2
32	CCCCNC(=O)C[C@@H]1C[C@@]2(C(=O)OCC)CCCC=C2N(Cc2ccc3c(c2)OCO3)C1=O	nt	2	-2	nt	nt

#	PrPC surface inh	BoNT A protease	GDH-TPI counter	FadD28 FP inh
25	9	-0.9	2	-3.3
26	8	-0.5	4	-3.0
27	2	-1.1	31*	-2.2
28	3	-1.2	8	-1.5
29	8	-0.7	4	-0.3
30	5	-1.9	13	-0.3
31	0	0.2	5	2.1
32	2	0.3	nt	nt

The list continues:
#	SMILES	Mtb BioA inh	BoNT-F LC inh	CCHF vOTU inh	UGM FP inh	Mtb FBA inh
33	O=C(NCc1nc2ccccc2[nH]1)C1=C[C@H](c2ccc3c(c2)OCO3)C[C@H](OCc2ccc(CO)cc2)O1	-1.8&-3.0	0	-1	-1.8	7
34	Cc1ccc(OCC(=O)Nc2ccccc2Sc2ccccc2)c([N+](=O)[O-])n1	nt	0	6	-1.5	-2
35	C[C@H](O)CNC(=O)c1[nH]cnc1C(=O)Nc1cccc(Cl)c1	-3.0	8	1	nt	-3
36	O=C(NCc1ccccc1)C1(C(F)(F)F)C/C(=C\CCO)CCCO1 (configuration not stated)	-1.6	-2	-2	-1.9	0
37	c1ccc(CNC2CCCCCCC2)cc1 (tested in a mixture with another compound)	nt	0	-13	nt	3
38	COc1ccccc1NC(=O)c1ccc2c(c1)N(CC(=O)NC(C)C)C(=O)C(C)(C)O2	-2.8	-9	10	-1.5	-2
39	CCN(CC(=O)Nc1c(F)cccc1F)C(=O)c1cn2ccccc2n1	nt	6	10	0.3	2
40	Cc1occc1-c1nnc(SCCNCCO)o1	nt	1	-14	1.2	-1

#	PrPC surface inh	BoNT A protease	GDH-TPI counter	FadD28 FP inh
33	-7	0.9	3	-12
34	1	0.0	12	-1.6
35	-3	-0.3	0	-4.8
36	-1	-0.2	0	1.1
37	-2	-0.6	7	-3.0
38	-5	1.4	6	-2.6
39	-1	4.3	4	-0.4
40	-4	0.9	10	-1.1

Continuation:
#	SMILES	Mtb BioA inh	BoNT-F LC inh	CCHF vOTU inh	UGM FP inh	Mtb FBA inh
41	O=C(Nc1ccccc1)N1CCC2(CC1)OCCO2	0.1	3	-9	-3.2	3
42	Cc1ccc(-n2c(N)c(C#N)c(-c3ccccc3)c(C#N)c2=O)cc1	-0.5	-2	22	2.3	-1
43	CCOc1ccc(-c2nc(N)ncc2-c2ccccc2)c(O)c1	1.2	-1	0	0.5	2
44	CCn1c(COc2ccccc2)nnc1SCC(=O)CC(=O)Nc1ccccc1OC	-0.3	2	2	-1.0	1
45	CC(=O)N1CCc2c(sc(NC(=O)CS(=O)(=O)c3ccc(F)cc3)c2C#N)C1	-0.6	16	6	nt	2
46	CCOc1ccc(S(=O)(=O)NCc2ccncc2)cc1NC(=O)c1ccccc1F	-2.4	26	2	-0.5	3
47	O=C(CC1OC(=O)c2ccccc21)c1ccco1 (configuration not stated)	0.7	-4	1	-7.5	-2
48	Clc1ccccc1Cn1nnc(-c2ccccc2)n1	nt	2	3	-1.4	-1

#	PrPC surface inh	BoNT A protease	GDH-TPI counter	FadD28 FP inh
41	5	-0.8	10	0.4
42	2	0.3	29	-0.5
43	-9	1.0	9	-2.1
44	0	1.8	3	-0.2
45	8	0.7	14	0.0
46	7	1.8	5	-1.7
47	-10	-1.9	41*	-0.5
48	-6	-0.6	-1	-0.4

(more compounds)
#	SMILES	Mtb BioA inh	BoNT-F LC inh	CCHF vOTU inh	UGM FP inh	Mtb FBA inh
49	Cc1cccc(NCc2ccccc2O)n1	3.1	8	11	2.4	4
50	O=C(CNc1ccc2ccccc2c1)N/N=C/C=C/c1cccc([N+](=O)[O-])c1	nt	4	-3	-0.9	-1
51	Cc1c(-n2c(SCC(=O)O)nnc2-c2ccccc2Br)c(=O)n(-c2ccccc2)n1C	-2.6	-5	-14	1.1	0
52	COc1cc(NC(=O)CCNS(=O)(=O)c2ccc3c(c2)CCC(=O)N3)cc(OC)c1	0.4	-6	3	2.1	6
53	Cc1nn(CC(=O)NC2(C#N)CCCCC2)c(C)c1[N+](=O)[O-]	1.9	-3	16	-2.8	1
54	COc1ccccc1OP(=O)(Nc1ccc(Br)cc1)Oc1ccccc1OC	-1.3	-4	-3	-0.3	3
55	COc1ccc(OC)c(NC(=O)CN2C(=O)NC3(CCCc4ccccc43)C2=O)c1 (configuration not stated)	0.2	-4	6	nt	0
56	Cc1ccc(C)c(NC(=S)N/N=C/C(C)c2ccccc2)c1 (configuration not stated)	-0.6	-5	24	0.2	-2
57	O=C(Nc1nccs1)c1cccc(N2C(=O)C3C4C=CC(C4)C3C2=O)c1 (configuration not stated)	nt	26	-14	0.8	1

#	PrPC surface inh	BoNT A protease	GDH-TPI counter	FadD28 FP inh
49	3	-1.0	14	-1.8
50	-3	-0.3	12	-2.6
51	-2	-0.5	11	1.2
52	-1	-0.2	-4	-3.4
53	-3	-0.3	-6	-4.4
54	1	-0.9	-3	-0.7
55	7	-0.3	-8	-0.4
56	-3	-0.6	-2	-1.2
57	1	1.5	8	-1.4
